# Source: PubChem (several laboratories)
# FXIa inh = inhibitors of human coagulation factor XIa | P03951 | purified FXIa, Boc-Glu-Ala-Arg-AMC fluorogenic substrate | inhibition, % at 5 µM | 0.14% of 220,000 active | AID 798;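 active = inhibition of at least 40%; inactive = inhibition below 40%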;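 also: fluorescence of freed AMC excited at 355 nm; 0% = enzyme without compound and 100% = no enzyme blank; many of its hits are not listed in these tables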
# Runt-CBFb FRET = inhibitors of human RUNX1 Runt domain binding to CBFb; inhibition, % at 20 µM; AID 1496; Cerulean-Runt/Venus-CBFb FRET ratio 530/480, 1 h; Q01196+Q13951; 0.46% of 220,000 active;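 active = inhibition over about 50% at 20 µM in the single-dose screen, limit read from the data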;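 also: 0% = DMSO wells and 100% = excess unlabeled CBFb competitor control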
#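 test system = Cerulean-tagged RUNX1 Runt domain (FRET donor) fusion protein | reagent = Venus-CBFb binding partner, 100 nM | incubation = protein complex preformed 1 h, compound exposure 1 h, room temperature, dark | detection = FRET fluorescence | read-out basis = loss of energy transfer signal | controls = 5 µM unlabeled CBFb as full-inhibition high control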
# FXIIa inh 1536 = factor XIIa (human) inhibition | P00748 | 0.3% of 220,000 active | inhibition, % at 5 µM | purified FXIIa, Boc-QGR-AMC fluorogenic substrate, 2 h | AID 800; in the data active = inhibition above about 40%;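 also: 0% = enzyme with no compound and 100% = blank without enzyme; many of its hits are not listed in these tables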
# hK5 inh = blocks human kallikrein 5 protease activity; recombinant hK5, fluorogenic AMC substrate cleavage; inhibition, % at 5 µM; 0.59% of 210,000 active; AID 873;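 active = inhibition of 40% or more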;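 also: 0% = enzyme controls without compound and 100% = no-enzyme blanks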
# Hck-Nef inh = blocks Nef-activated human Hck kinase; Recombinant Hck-YEEI plus Nef, Z-Lyte FRET kinase assay; inhibition, % at 20 µM; 0.68% of 220,000 active; AID 463187;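 active = Hck-Nef kinase inhibition above about 50%, limit read from the data; inactive = inhibition below that limit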;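 also: 0% = DMSO with Hck plus Nef and 100% = Hck alone without Nef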
# Runt-SMMHC FRET = Runt domain-CBFb-SMMHC interaction inhibition; Q01196+Q13951; 0.74% of 220,000 active; Cerulean-Runt/Venus-CBFb-SMMHC FRET ratio 530/480, 1 h; inhibition, % at 20 µM;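 active = mean inhibition across duplicate retests at 20 µM reaching about 50%, limit read from the data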;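 also: 0% = DMSO wells and 100% = wells with excess untagged CBFb-SMMHC; inhibitors lower the FRET ratio by blocking Runt binding to CBFb-SMMHC; some results filed as inactive read as strong as hits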
# Thrombin inh = blocks human thrombin protease activity; P00734; alpha-thrombin, Boc-VPR-AMC fluorogenic substrate cleavage; inhibition, % at 5 µM; 0.26% of 220,000 active;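 active = inhibition at or above 40%; inactive = inhibition below 40%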;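 also: 0% = enzyme with no compound and 100% = wells without enzyme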
#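 Material: human alpha-thrombin enzyme / Medium: pH 7.5 Tris (50 mM) with NaCl 150 mM, Tween 20 0.05% / Compound: single-point dosing at 5 µM, 0.2% DMSO / Incubation: enzyme reaction carried out at room temperature / Detection: AMC fluorescence, 355/460 nm / Read-out basis: percent inhibition scaled between no-compound controls and no-enzyme blanks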
# Wee1 stabilizer = blocks degradation of human Wee1 kinase; P30291; HeLa Luc-Wee1K328M stability, luciferase luminescence; 100% = proteasome inhibitor MG132 effect; reporter increase, % at 5 µM; 1.2% of 220,000 active; AID 1321;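 active = activation above the mean of all tested compounds plus 3 SD, set per screening run, cut at about 8.8% in these data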;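 also: cells exposed to compound for 20 h before luminescence read; 0% = DMSO alone and 100% = MG132 at 30 µM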
# Target sequence (P30291 whole entry K328M): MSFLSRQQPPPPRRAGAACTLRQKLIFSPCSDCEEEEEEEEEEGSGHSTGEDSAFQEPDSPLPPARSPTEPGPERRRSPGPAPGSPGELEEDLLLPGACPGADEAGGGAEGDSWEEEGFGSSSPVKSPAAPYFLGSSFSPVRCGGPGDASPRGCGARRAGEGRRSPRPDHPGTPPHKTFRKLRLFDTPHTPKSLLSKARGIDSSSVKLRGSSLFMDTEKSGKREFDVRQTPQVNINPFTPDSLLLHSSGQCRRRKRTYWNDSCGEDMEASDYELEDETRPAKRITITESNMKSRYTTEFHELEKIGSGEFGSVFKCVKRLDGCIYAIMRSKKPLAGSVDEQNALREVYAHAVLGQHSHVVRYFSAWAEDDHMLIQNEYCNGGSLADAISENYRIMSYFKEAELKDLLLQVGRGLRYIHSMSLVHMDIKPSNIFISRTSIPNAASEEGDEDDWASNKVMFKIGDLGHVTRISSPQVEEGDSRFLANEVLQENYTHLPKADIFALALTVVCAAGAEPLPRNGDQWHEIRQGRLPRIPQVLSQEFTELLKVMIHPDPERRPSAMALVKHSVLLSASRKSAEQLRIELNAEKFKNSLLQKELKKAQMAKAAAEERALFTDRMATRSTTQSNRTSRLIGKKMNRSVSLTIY
# 14-3-3 Bad PPI = disrupts binding of bovine 14-3-3 zeta to phospho-Bad peptide; P63103; TR-FRET 14-3-3zeta/Dy647-pBad peptide displacement, 1 h; inhibition, % at 21.7 µM; 0.71% of 220,000 active;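 active = inhibition above about 70%, limit read from the data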;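 also: 0% = full 14-3-3 plus peptide FRET controls and 100% = background without 14-3-3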
# Target sequence (P63103 whole entry, looked up): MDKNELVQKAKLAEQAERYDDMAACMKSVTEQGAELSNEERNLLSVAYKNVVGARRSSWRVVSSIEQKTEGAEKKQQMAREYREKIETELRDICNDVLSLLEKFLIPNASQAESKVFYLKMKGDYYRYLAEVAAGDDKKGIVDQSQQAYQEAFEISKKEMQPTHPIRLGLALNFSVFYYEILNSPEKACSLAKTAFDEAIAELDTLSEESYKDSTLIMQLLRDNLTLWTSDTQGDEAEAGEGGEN
# * hit, by the source's call; . = no result given; [ ] = remark or other dose.
SMILES,FXIa inh,Runt-CBFb FRET,FXIIa inh 1536,hK5 inh,Hck-Nef inh,Runt-SMMHC FRET,Thrombin inh,Wee1 stabilizer,14-3-3 Bad PPI
O=C(O)c1cc(-c2ccccc2)n(-c2ccccc2)n1,-3,.,17,-5,1,4,5,-4,-2
CC(C)CNC(=S)NC1CC2CCCC(C1)N2C1CCCCC1 (stereo not given),9,-2,8,6,17,-1,17,2,5
Cc1ccsc1C(=O)OCC(=O)NCCC1=CCCCC1,-6,0,-3,16,1,3,21,-1,3
Cc1ccc2cc(C#N)c(NCCNC(=O)C3CCC3)nc2c1C,-12,38,-12,-29,8,78*,-2,3,.
COCCCn1c(=O)/c(=C\c2ccccc2OC(F)F)s/c1=C(/C#N)C(=O)N1CCOCC1,-3,-4,8,-3,-14,-6,-5,-2,-3
Cc1c(C#N)c2ccccc2n1CC(=O)N1CCc2ccccc2C1,.,1,.,.,-5,-2,.,-4,.
CCCCn1c(SCC(=O)N2CCOCC2)nnc1-c1cccs1,-13,-2,-1,0,-1,-1,-7,2,5
O=c1[nH]c(SCc2cccc(F)c2)nc2c1CCCC2,6,-3,8,-10,-7,3,-3,2,3
O=C(CCN1C(=O)/C(=C\c2cccs2)SC1=S)Nc1nccs1,2,0,6,-20,2,-7,-6,-1,-2
CCOC(=O)N1CCC(N2C(=O)c3ccccc3C2Nc2ccc(S(=O)(=O)N(CC)CC)cc2)CC1 (stereo not given),-4,-1,7,.,0,-3,-2,-1,-5
CC1(C)CN(c2cccc(-c3ccnc4ncnn34)c2)C1=O,-7,1,2,-4,19,1,-12,3,-18
O=S(=O)(c1ccccc1)c1cnn2c(C(F)(F)F)cc(-c3ccccc3)nc12,4,3,-7,3,15,14,1,-1,1
O=C(c1cccs1)C1CCCN(Cc2nc(Cc3ccccc3F)no2)C1 (stereo not given),-1,-1,12,-1,4,3,4,0,4
COc1ccc2c(c1)C=C(CN1CCC(CO)(CCc3ccccc3)CC1)CO2,-4,-5,3,-3,20,-2,-10,0,-13
CCC(C)NC(=O)CSc1ccc(Cl)cc1 (stereo not given),11,-4,15,-2,11,0,4,-1,12
Nc1ccc(C(=O)OCc2nc3c(ccc4ccccc43)[nH]2)cc1,12,0,19,-5,14,1,2,6,-3
CC(C)(CN1CCCCC1)NS(=O)(=O)c1ccc(Cl)cc1,-6,2,2,-14,0,5,-10,-3,26
COc1ccc(-c2nn(-c3ccccc3)cc2/C=C\C(=O)Nc2ccc(C(=O)O)cc2)cc1,4,-4,5,-2,21,-7,-3,1,-9
Cc1noc(C)c1CC(=O)N1CCCC(C(=O)c2ccc(C(C)(C)C)cc2)C1 (stereo not given),0,-7,6,11,3,4,-2,1,5
FC(F)(F)c1ccc(/C=N/NC(=S)NC2CCCCC2)cc1,-1,-5,-5,-7,21,0,-1,0,-11
O=C(COc1nc2ccccc2nc1N1CCOCC1)Nc1cccc(S(=O)(=O)N2CCCCC2)c1,2,-2,10,-4,2,2,-11,-2,-6[fluorescence artefact?]
Cc1c(C(=O)C(=O)NCc2ccco2)c2ccccc2n1C,-2,2,0,-12,-5,-1,6,1,-6
CSc1ccccc1C(=O)N1CCN(c2ncccn2)CC1,-4,0,10,2,6,-2,-17,-2,7
COc1ccc2c(c1)NC(c1cc(Cl)cc(Cl)c1O)c1cccn1-2 (stereo not given),1,13,8,.,40,-6,-4,0,3
Cc1ccc(Cl)cc1N(CC(=O)Nc1cccc(N(C)S(C)(=O)=O)c1)S(C)(=O)=O,-5,0,-1,-7,-9,-5,-5,1,4
SMILES,FXIa inh,Runt-CBFb FRET,FXIIa inh 1536,hK5 inh,Hck-Nef inh,Runt-SMMHC FRET,Thrombin inh,Wee1 stabilizer,14-3-3 Bad PPI
Cc1c(Br)c(O)c(Br)c2sc(=O)oc12,-6,44,0,2,2,48,-5,-2,10
CC(C)(C)[C@H]1C=C(C(=O)NC2CC2)O[C@@H](OCCCCO)C1,-3,2,3,-5,-2,0,-8,1,-8
CNC(=O)c1ccccc1-c1cn(C)c2ccccc2c1=O,1,1,-2,-6,10,-2,-1,0,7
CCOc1ccccc1Nc1nc(-c2sc(NC(=O)c3ccco3)nc2C)cs1,-5,5,-3,.,0,11,-7,-3,-17
CCN(C(=O)CSc1ncnc2sc(C)c(C)c12)C1CCS(=O)(=O)C1 (stereo not given),-6,1,-1,2,16,-2,-8,-1,-5
Cc1ccc(C(=O)N/C(=C\c2ccco2)C(=O)NC2CCS(=O)(=O)C2)cc1 (stereo not given),2,-2,10,2,6,0,-3,6,-2
CC(C)(C)N/C=C(\C#N)S(=O)(=O)c1ccc(Br)cc1,-5,0,7,3,3,0,-3,-1,3
Cc1cccc(C(=O)Nc2nc(C)c(C(=O)Nc3ccc4c(c3)CCC4)s2)c1,-5,-1,8,23,-3,-13,-5,4,-19[fluorescence artefact?]
CC(C)=C1C2C=CC1C(C(=O)Nc1cccc(C)c1)C2C(=O)O (stereo not given),-7,0,2,2,-3,4,-2,4,-3
O=C(C(=O)N1CCN(c2cccc(Cl)c2)CC1)c1c[nH]c2ccccc12,-3,0,6,1,17,0,-12,3,-13
Cc1ccccc1-c1nc(CN2CCC(C(=O)O)CC2)c(C)o1,-7,0,-5,-3,12,0,-3,1,-1
CC(C)C(c1nnnn1Cc1ccccc1)N1CCN(Cc2ccco2)CC1 (stereo not given),2,-2,18,16,0,0,2,-4,27
COCCNC(=O)c1cn(C)c2ccccc2c1=O,-4,2,7,-3,21,3,-5,0,-12
O=C(NCC1CCCO1)c1onc(CSc2cccc(Cl)c2)c1C(=O)O (stereo not given),0,-2,4,-12,1,-1,-3,-3,14
Cc1cccc2sc(N(CCCN(C)C)C(=O)c3cc4ccccc4oc3=O)nc12,-2,1,10,-8,3,-2,-10,2,7[fluorescence artefact?]
N#Cc1c2n(c(=O)[nH]c1=O)CCCCC2,0,0,9,12,0,1,-3,0,3
COC(=O)c1sc(NC(=O)COc2ccccc2C)nc1C,-2,0,5,5,13,-1,-12,0,-6
O=S(=O)(c1cccc(C(F)(F)F)c1)N1CCN(c2nnnn2-c2ccccc2)CC1,1,-4,21,-1,2,-2,5,4,-4[fluorescence artefact?]
O=[N+]([O-])c1cccnc1N1CCC(c2cc(-c3ccc(Cl)cc3Cl)n[nH]2)CC1,-1,-2,7,14,-6,3,-3,0,6
O=c1c(-c2ccccc2)c(O)nc(SCCN2CCOCC2)n1-c1ccccc1,-3,-1,9,-15,1,0,-4,3,-1[fluorescence artefact?]
O=C(Nc1cccc(Cl)c1Cl)C1CC(=O)N(c2ccc(Br)cc2)C1 (stereo not given),5,-9,13,-4,-9,-13,2,-1,-10
Cc1nnc(NC(=O)CCN2C(=O)/C(=C\c3ccccc3)SC2=S)s1,-2,0,11,4,11,0,2,-1,4
O=C(CNS(=O)(=O)c1ccccc1)N1CCN(c2ccccc2)CC1,1,0,20,-19,-11,3,-4,2,-6
NNC(=O)c1nc[nH]c1C(=O)Nc1ccccc1[N+](=O)[O-],-6,2,2,-4,25,0,0,2,-6
Cc1nc2ccc(S(=O)(=O)NCC(=O)N3CCc4ccccc43)cc2s1,2,-1,-1,-19,-3,3,3,0,0

# Some of these compounds in order of their number in Runt-SMMHC FRET, smallest number first.
structure	Runt-SMMHC FRET
CCN(C(=O)CSc1ncnc2sc(C)c(C)c12)C1CCS(=O)(=O)C1 (stereo not given)	-2
COC(=O)c1sc(NC(=O)COc2ccccc2C)nc1C	-1
CC(C)(C)[C@H]1C=C(C(=O)NC2CC2)O[C@@H](OCCCCO)C1	0

# The list continues:
SMILES,FXIa inh,Runt-CBFb FRET,FXIIa inh 1536,hK5 inh,Hck-Nef inh,Runt-SMMHC FRET,Thrombin inh,Wee1 stabilizer,14-3-3 Bad PPI
O=C(/C=C/Sc1ccccc1)c1ccccc1,-14,1,0,-8,4,-3,-2,1,2
O=S(=O)(c1ccc2nc(COc3ccc(Cl)cc3Cl)[nH]c2c1)N1CCOCC1,-1,-1,-4,3,-1,-1,-3,-1,-20
CCOC(=O)C1=C(c2ccccc2)NC(N)=NC1c1ccc(OCc2ccc(C(=O)OC)cc2)cc1 (stereo not given),6,-12,4,2,-164,15,-3,0,90*
CCOC(=O)c1nn(-c2cccc(OC)c2)c(-c2ccccc2)c1C(=O)c1ccccc1,-2,-2,1,-2,-1,-2,-1,6,-6
O=c1[nH]c2ccccc2[nH]c1=O,2,-3,10,2,16,-2,3,3,7
C#CCCOC(=O)N1C2=NC(C(=O)OC)=C(C(=O)OC)[C@@H]3N(CC=C)c4ccccc4[C@]23C[C@H]1C(=O)OC,2,2,6,0,21,-3,-1,.,-3
COc1cccc2cc(C(=O)CC3(O)C(=O)N(Cc4ccccc4)c4ccccc43)c(=O)oc12 (stereo not given),5,-2,20,-15,1,-4,0,-2,-115[fluorescence artefact?]
Cn1c(=NC(=O)c2ccco2)sc2ccccc21,4,-1,10,2,21,0,-2,5,-2
O=C(Nc1ccccn1)c1cccnc1,-4,-1,-4,-3,-1,-3,-8,-1,-5
Cc1cccc(C)c1OCC(=O)Nc1nnc(C2CCCO2)s1 (stereo not given),1,-3,4,-8,3,-4,-4,1,-6[fluorescence artefact?]
COc1ccc(C(=O)CSc2nnc3n2CCCN3C(=O)Nc2ccccc2)cc1,2,-4,6,-8,5,-4,-6,0,12
Cc1c(N(C)C(=O)C23CC4CC(CC(C4)C2)C3)c(=O)n(-c2ccccc2)n1C,-29,8,1,3,0,1,-7,1,9[fluorescence artefact?]
COC(=O)c1ccc(C(=O)OC)c(NC(=O)CN2CCN(c3ccccc3)CC2)c1,-11,-1,11,6,-7,-1,0,2,-11
COC(C(=O)Nc1ccc(C(N)=O)cc1)c1ccccc1 (stereo not given),-5,-2,3,0,16,-4,-5,-1,-4
Cc1nc2ccc(NC(=S)NCCCO)cc2nc1C,0,4,9,-19,25,-16,-5,0,-9
O=C(O)/C(=C/c1ccco1)NC(=O)c1ccccc1,-2,3,0,-24,0,-4,-8,0,0
O=C(CN(Cc1ccco1)C(=O)c1ccc(Cl)cc1)Nc1ccc(Cl)c(Cl)c1,0,2,12,-15,-1,0,-9,-2,-28
O=C(Nc1ccccc1Cl)N1CCN(c2ccc3nncn3n2)CC1,17,3,22,-9,2,-3,-3,3,7
CC1=NN(c2nc(-c3ccc(Cl)cc3)cs2)C(=O)C1,1,-3,13,4,-1,-8,1,-1,4
O=[N+]([O-])c1c(NCc2ccco2)ccc2nonc12,1,7,10,-2,3,-7,2,-2,-3
Cc1cc(C)nc(Sc2ncnc3sc4c(c23)CCC4)n1,1,2,2,2,8,2,-9,-1,-9
O=C(/C=C/c1ccccc1)Nc1ccc2c(c1)C(=O)NC2=O,-5,-2,6,-9,3,-4,-1,0,-9
O=C(OC(C(=O)NC1CCCC1)c1ccccc1F)c1ccco1 (stereo not given),3,-2,15,-14,1,-8,0,-1,-2
